Assay outcomes as filed in PubChem BioAssay.
CaV13 ICDI inh: Primary screen for inhibitors of IQ motif and Ca2+-dependent inactivation inhibitor domain binding in CACNA1D, Förster resonance energy transfer in living cells, …; HEK cells, CFP/YFP FRET ICDI-IQ, plate reader, 10 min; percent FRET-ratio fall versus neutral wells; inhibition, % at 12.3 µM; actives 0.098% (n = 340,000);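 active means mean replicate inhibition of at least 30% and at least 1% of replicates passing that level; inconclusive means only one of the two criteria is met; inactive means neither criterion is met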;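 further: 0% = median of the neutral control wells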
TRPM1 prom inh: inhibitors of MITF-dependent TRPM1 promoter reporter, primary screen, cell-based, SK-MEL-5, single point, luciferase. SK-MEL-5 TRPM1 promoter luciferase, 24 h. inhibition, % at 12.5 µM. actives 0.83% (n = 330,000). AID 488899, 2010;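 active means mean inhibition across replicates of 60% or more, whatever share of single replicates reaches that level; inconclusive means some that reach 60%, reason not given; inactive means mean inhibition across replicates below 60%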; further: values of inactives mirror those of a sister screen read the other way
Peg3 prom inh: Peg3 promoter-driven luciferase inhibitors, primary screen, cell-based, HeLa, luciferase luminescence; inhibition, % at 20 µM; HeLa PEG-Prom luciferase reporter, overnight; actives 1.7% (n = 360,000);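 active means inhibition of at least 50% at 20 µM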
Shn3 3UTR inh: reduction of Shn3 3'UTR firefly luciferase signal, primary screen, Schnurri-3 inhibitor project, cell-based, Clone20 osteoblasts, set 2; Clone20 osteoblast Shn3 3'UTR firefly luciferase, 24 h; inhibition, % at 12.5 µM; actives 0.52% (n = 360,000); AID 588674, 2011;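 active means mean inhibition of at least 75% with every replicate also reaching 75%; inconclusive means mean inhibition at least 75% but some replicate below; inactive means mean inhibition below 75%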;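 further: 0% = median of neutral control wells and 100% = pilot-screen positive control compound; some compounds past the cut are filed as inactive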
NR2E3 ag-1: inhibitors of NR2E3-RetCOR corepressor binding, primary screen, NR2E3 agonist project, biochemical, TR-FRET, GST-NR2E3, biotin-RetCOR; Photoreceptor-specific nuclear receptor (Homo sapiens), Q9Y5X4; 1536-well; inhibition of corepressor binding, % at 4.78 µM; actives 0.12% (n = 320,000); AID 2300, 2010;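 active means percent inhibition above the cutoff of mean plus 3 SD of all tested compounds, set per screening campaign, cut at about 20% in these data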;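 further: 0% = DMSO wells and 100% = biotin wells as full block of FRET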
Target sequence (Q9Y5X4 whole entry, looked up): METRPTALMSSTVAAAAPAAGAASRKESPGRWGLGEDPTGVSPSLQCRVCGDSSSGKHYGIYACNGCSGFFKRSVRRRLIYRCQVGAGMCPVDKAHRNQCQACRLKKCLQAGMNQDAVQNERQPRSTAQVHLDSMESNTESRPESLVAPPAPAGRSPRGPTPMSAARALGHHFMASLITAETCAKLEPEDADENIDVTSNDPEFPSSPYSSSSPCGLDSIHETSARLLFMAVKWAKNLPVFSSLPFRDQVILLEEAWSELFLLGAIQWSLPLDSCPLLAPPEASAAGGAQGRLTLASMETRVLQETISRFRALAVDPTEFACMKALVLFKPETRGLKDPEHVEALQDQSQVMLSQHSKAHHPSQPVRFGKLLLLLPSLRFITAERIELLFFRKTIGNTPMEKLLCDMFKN
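Test system: GST-NR2E3 and biotin-RetCOR proteins | Quantity: 1.35 nM GST-tagged NR2E3 final | Medium: Tris pH 7.5 | Also added: 7 nM biotin-RetCOR | Dosing: Compound at 4.8 µM, single dose | Timing: 5 h at 4 °C | Detection: Time-resolved FRET | Read-out basis: Percent inhibition | Benchmarks: Biotin wells as high control, 0.6% DMSO wells as low control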
Vif inh: HIV Vif self-association inhibitors, primary screen, imaging, HEK293T, single point; HEK293T cells, Vif self-association by quenched fluorescence, 24 h; inhibition, % at 7.49 µM; actives 0.35% (n = 340,000); in the data active means inhibition above about 50%, passing the limit was not always enough; inconclusive means no clear call, values can overlap the other calls; inactive means below about 31%; further: some results filed as inactive read as strong as hits
HIF-2a block: HIF-2a reporter inhibitors, primary screen, luminescence, 786-0 RCC cells; inhibition, % at 18.8 µM; 786-0 RCC cells HIF-2a reporter, luciferase luminescence, overnight; actives 0.72% (n = 360,000);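 active means inhibition of the luminescence signal of 40% or more relative to plate controls, in a single-dose primary screen at 18.75 µM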
NR2E3 ag-2: NR2E3 agonists in two-hybrid cells, primary screen, cell-based, luminescence, CHO-S, Gal4-NCOR/VP16-NR2E3; luciferase; inhibition of corepressor binding, % at 3.98 µM; actives 0.35% (n = 360,000); AID 602229, 2012;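 active means inhibition above the mean of all tested compounds plus 3 SD, cut at about 70% in these data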;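 further: 0% = DMSO with NR2E3 transfected cells and 100% = cells lacking NR2E3 construct; higher means lower luciferase signal from less NR2E3 corepressor binding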
CF NFkB inh: inhibitors of PAF-induced NF-kB signaling, primary screen, cell-based, GFP fluorescence, uHTS | KKLEB NF-kB-GFP reporter, GFP fluorescence overnight | inhibition, % at 5 µM | actives 0.86% (n = 360,000);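 active means at least 50% inhibition at 5 µM, scaled per plate between neutral and stimulator controls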;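 further: PAF is a Pseudomonas aeruginosa culture filtrate used as stimulus; plate controls were PAF-stimulated DMSO wells for no effect and unstimulated DMSO wells for full effect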
PDI turbidity: inhibitors of human PDI, primary screen, biochemical, turbidity, single point, plate reader; Protein disulfide-isomerase (Homo sapiens), P07237; PDI insulin aggregation turbidity, A650, 90 min; inhibition, % at 10 µM; actives 0.052% (n = 350,000); AID 588391, 2011;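 active means mean inhibition across replicates of 30% or more, whatever share of single replicates reach that level; inconclusive means mean inhibition below 30% while every single replicate reaches 30%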;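 further: absorbance from insulin aggregation driven by PDI reduction with DTT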
Target sequence (P07237 whole entry, looked up): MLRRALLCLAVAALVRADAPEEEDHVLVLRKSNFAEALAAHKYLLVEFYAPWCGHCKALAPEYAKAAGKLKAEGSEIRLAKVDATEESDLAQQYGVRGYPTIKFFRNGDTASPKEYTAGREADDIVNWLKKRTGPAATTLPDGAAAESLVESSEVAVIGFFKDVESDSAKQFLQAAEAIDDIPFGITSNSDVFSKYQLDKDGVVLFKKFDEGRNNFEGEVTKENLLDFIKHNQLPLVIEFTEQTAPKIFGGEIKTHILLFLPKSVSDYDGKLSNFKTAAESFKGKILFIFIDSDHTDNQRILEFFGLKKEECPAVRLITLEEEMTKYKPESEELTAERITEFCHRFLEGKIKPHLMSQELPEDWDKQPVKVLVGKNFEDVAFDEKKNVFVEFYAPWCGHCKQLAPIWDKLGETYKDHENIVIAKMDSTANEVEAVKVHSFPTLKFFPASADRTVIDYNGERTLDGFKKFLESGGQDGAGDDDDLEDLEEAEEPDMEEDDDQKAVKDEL
KKLEB tox: cytotoxicity in KKLEB CF airway cells, primary screen, cytotoxicity control for CF NF-kB inhibitor project, cell-based, uHTS, fluorescence assay plates; KKLEB CF airway cells viability, ATPlite luminescence, overnight; active compounds read low; cells stimulated with P. aeruginosa culture filtrate; activity change (cytotoxicity), % at 5 µM; actives 0.36% (n = 360,000); AID 602141, 2011;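 active means corrected activity change at or below -50% at 5 µM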
Active calls of the source: *; ? = inconclusive; nt = not tested or not shown. Random draw from the library (roughly 3.3% active in at least one column).

nr	Compound	KKLEB tox	HIF-2a block	TRPM1 prom inh	NR2E3 ag-1	NR2E3 ag-2	CF NFkB inh	Peg3 prom inh	Vif inh	Shn3 3UTR inh	PDI turbidity	CaV13 ICDI inh
1	Cc1ccccc1OCc1nc(-c2ccc(NC(=O)c3cccs3)cc2)no1	3	-157	-52	-3	-73	-15	-226	-8	3	7	-5
2	CCOC(=O)/C=C1\NC(C)(C)Cc2cc(OC)c(O)cc21	9	6	-15	2	-19	-14	15	nt	1	-3	-3
3	Cc1ccc(-n2c(SCC(=O)NCc3ccco3)nc3nc4c(cc3c2=O)COC(C)(C)C4)cc1	0	5	12	nt	6	7	5	4	5	-2	nt
4	CCC(=O)Nc1ccc(Cl)c(NC(=O)c2ccc(Br)o2)c1	-2	-130	-15	0	-45	-2	-17	-3	-16	-6	nt
5	O=C(CN1C(=O)C2CC=C(Cl)CC2C1=O)N1CCOCC1 (stereo not drawn)	7	10	2	4	14	-3	15	4	-2	-3	-5
6	COc1ccc(C(=O)Nc2ccc3c(c2)Cc2ccccc2-3)cc1	-9	-30	-10	-8	-14	3	9	nt	-14	-4	nt
7	COc1ccc(CC(=O)N/N=C(\C)CC(=O)Nc2ccc(N(C)C)cc2)cc1OC	0	2	1	-1	-6	3	5	16	-13	7	-2
8	COc1cc(NC(=O)C2C3C=CC(C3)C2C(=O)O)c(OC)cc1Cl (stereo not drawn)	-8	-3	11	0	-21	-2	21	nt	8	5	-7
9	Cc1ccc2nc(N(CCN(C)C)C(=O)c3ccc4c(c3)OCCO4)sc2c1	-9	-96	-23	-3	-37	25	-74	11	-7	1	-5
10	O=C(COC(=O)c1ccc(S(=O)(=O)N2CCOCC2)cc1)NC1CCCC1	7	19	-4	2	-20	-4	13	10	7	-14	0
11	Cc1ccc(S(=O)(=O)N2CC=C(C(=O)NC3CCCC3)CC2)cc1	20	14	-5	-3	38	-13	-16	5	9	20	-2
12	Cc1oc(-c2ccc3c(c2)OCCO3)cc1C(=O)NC(CCC(=O)O)C(=O)O (stereo not drawn)	-1	-97	-23	4	-74	-7	-30	0	-41	3	-5
13	COc1ccc(OC)c(NCCN2C(=O)c3ccccc3C2=O)c1	-9	-17	nt	nt	-26	0	6	0	-10	6	-6
14	CCCc1ccc(Oc2cn[nH]c2-c2ccc(O)c(C)c2O)cc1	3	-78	6	2	49	53*	10	-11	21	14	nt
15	COc1cccc(C(=O)Nc2cccc(C(=O)NC3=NN(c4c(Cl)cc(Cl)cc4Cl)C(=O)C3)c2)c1	8	16	12	0	-11	-10	10	0	-11	-2	-4
16	CCN(CC)C(=O)c1ccc2nc([C@@H]3O[C@H](CO)[C@H](O)[C@H](O)[C@H]3O)[nH]c2c1	11	13	nt	nt	6	-6	5	0	-15	15	-6
17	Cc1cccc(C)c1N1CCN(c2n[nH]c(N)n2)CC1	15	17	-9	-4	-15	-5	12	3	1	-4	-6
18	O=C(Cn1ccc(NC(=O)OCc2ccccc2)nc1=O)NCC1CCCO1 (stereo not drawn)	-2	13	-2	1	-14	3	-7	-1	2	-5	-10
19	CCn1cc(C(=O)NCC2CCCO2)c(=O)c2cc(S(=O)(=O)N3CCCCCC3)ccc21 (stereo not drawn)	-3	24	-11	2	-10	12	11	6	-4	8	-6
20	Nc1c2c(nn1-c1ccc(F)cc1)CSC2	4	6	4	1	10	4	7	3	-10	5	-3
21	COC(=O)CN(C#N)c1nc(NC(C)C)nc(NC(C)C)n1	3	16	1	-2	5	7	-1	-1	17	-1	-5
22	O=S(=O)(Nc1ccccn1)c1ccc(Cl)cc1	14	18	6	0	-10	-23	5	15	4	-3	-6
23	O=C(Nc1ccccc1)c1cc(C2CCCCN2S(=O)(=O)c2cccs2)on1 (stereo not drawn)	2	-261	nt	nt	-50	-4	-294	-14	-89	-2	-5
24	COCC1=C(C(=O)OC(C)OC(=O)OC(C)C)N2C(=O)[C@@H](NC(=O)/C(=N\OC)c3csc(N)n3)[C@H]2SC1 (stereo partly drawn)	19	-10	-12	3	7	-17	9	-4	-6	-2	-6
25	Cn1c2ccccc2n2c(=O)c(Cl)c(-c3ccccc3)c(C#N)c12	-20	19	-18	-1	-17	13	15	2	2	1	-2
26	O=C(O)C1CCCN(S(=O)(=O)c2ccccc2[N+](=O)[O-])C1 (stereo not drawn)	-4	8	-10	2	-31	4	-3	9	5	0	-5
27	CCCN1CCN(C(=O)c2oc3ccccc3c2NC(=O)COc2ccc(OC)cc2)CC1	6	-12	-15	-2	-2	-26	26	-6	3	-7	-7
28	O=C(CN1CCN(Cc2ccccc2)CC1)NCC1COc2ccccc2O1 (stereo not drawn)	6	17	-2	-1	7	-4	16	4	3	-7	-6
29	Clc1ccccc1C1=CC(c2ccco2)n2nnnc2N1 (stereo not drawn)	14	5	2	3	-7	-11	-4	-4	13	4	-3
30	CC1Sc2ccc(S(=O)(=O)CCC(=O)N3CCc4ccccc43)cc2NC1=O (stereo not drawn)	-12	14	3	-3	-13	16	17	4	10	-4	-15
31	COc1cccc(NC(=O)NC2(C(F)(F)F)Oc3ccccc3O2)c1	-2	11	13	2	-11	-15	8	?	19	-10	-5
32	CCOC(=O)c1cccc(NC(=O)CCn2c(=O)oc3ccccc32)c1	5	2	-8	0	-34	-2	11	-2	9	-4	-2
33	Cn1c(=O)[nH]c(=O)c2c1nc(OC(=O)c1ccccc1)n2CC(O)COc1ccccc1 (stereo not drawn)	5	5	10	0	15	-1	4	1	-12	-3	nt
34	CCOC(=O)c1cnc2c(Cl)cc(Cl)cc2c1NCCCN1CCOCC1	3	8	5	1	-23	-55	15	-2	2	-1	-3
35	CCOC(=O)c1cc(-c2ccccc2)n(CCC(=O)N2CCN(c3ccc(OC)cc3)CC2)c1C	-6	30	8	0	-42	15	26	-1	20	8	-4
36	Cc1ccccc1Nc1nc(N)nc(COC(=O)CCS(=O)(=O)c2ccc(Cl)cc2)n1	-2	2	5	nt	-25	21	-21	-3	7	-3	-2
37	CCCCN(C)C(=O)C1CCN(Cc2ccccn2)CC1	8	12	7	2	2	-10	6	4	-5	17	nt
38	Cc1nc2ccc(S(=O)(=O)N(C)CC(=O)NCc3ccc(N(C)C)cc3)cc2s1	4	1	4	0	18	-18	-4	0	0	4	-3
39	CCc1nc2c(OCc3ccc(C(F)(F)F)cc3)cccn2c1N(C)C(=O)c1ccc(C)cc1	4	-2	nt	nt	24	-5	-3	-4	6	7	-6
40	COc1ccc(C)cc1NC(=O)C1CCN(S(=O)(=O)c2ccc3c(c2)C(C)(C)C(=O)N3C)CC1	2	13	nt	3	-35	12	10	-10	9	2	-7
41	CC(c1n[nH]c(=S)n1-c1ccccc1)N1CCCCC1 (stereo not drawn)	11	15	-4	7	21	-4	-5	-8	-15	5	-5
42	COc1ccc(/C=C/C(=O)c2ccc(OC)cc2OC)cc1	-9	-74	-25	3	-5	25	-61	-17	-24	nt	nt
43	CCCOc1ccc(OCCCCNC(C)CC)cc1 (stereo not drawn)	17	14	-12	6	-10	-4	5	-2	1	7	-5
44	CSc1nnc(CCNC(=O)OC(C)(C)C)o1	4	13	-1	-4	-14	-4	-1	4	-8	-5	-1
45	COc1cccc(-n2nc(C(C)=O)c(=O)[nH]c2=O)c1	7	9	1	2	7	7	2	-7	12	0	-4
46	CC(C)c1ccc(NC(=O)CN2C(=O)NC(C)(C3CC3)C2=O)cc1 (stereo not drawn)	3	-25	-11	2	-14	-10	-32	-1	-4	-4	-2
47	COc1ccc(C2CC(c3ccccc3OC(C)=O)=NN2C(C)=O)cc1 (stereo not drawn)	11	-100	-19	-5	-48	-8	-93	-3	-50	0	-4
48	Cc1ccc(C)c(NS(=O)(=O)c2ccc3c(c2)NC(=O)CO3)c1	-1	15	-11	-2	-8	10	-2	9	-11	14	-2

Reformatted: entries from further up
34) CCOC(=O)c1cnc2c(Cl)cc(Cl)cc2c1NCCCN1CCOCC1
  KKLEB tox = 3 | HIF-2a block = 8 | TRPM1 prom inh = 5 | NR2E3 ag-1 = 1 | NR2E3 ag-2 = -23 | CF NFkB inh = -55 | Peg3 prom inh = 15 | Vif inh = -2 | Shn3 3UTR inh = 2 | PDI turbidity = -1 | CaV13 ICDI inh = -3

35) CCOC(=O)c1cc(-c2ccccc2)n(CCC(=O)N2CCN(c3ccc(OC)cc3)CC2)c1C
  KKLEB tox = -6 | HIF-2a block = 30 | TRPM1 prom inh = 8 | NR2E3 ag-1 = 0 | NR2E3 ag-2 = -42 | CF NFkB inh = 15 | Peg3 prom inh = 26 | Vif inh = -1 | Shn3 3UTR inh = 20 | PDI turbidity = 8 | CaV13 ICDI inh = -4
